Eya2 phos inh – blocks the phosphatase activity of human Eya2 | O00167 | recombinant Eya2, OMFP fluorescence dephosphorylation (OMFP is methylfluorescein phosphate) | Potency, µM (top dose mostly 76.9 µM), for the others: at the highest dose activity, negative = inhibition, usual class: inhibitors | 330,000 compounds, 0.006% hits; further: potency means the concentration at half of the fitted maximal effect
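Eya2 protein (added as 0.2 uM solution) was preincubated with compound for 10 min at ambient temperature in 50 mM HEPES pH 7.5, 50 mM NaCl, 5 uM MgCl2, 0.05% BSA, 1 mM DTT. OMFP (added at 50 uM) then reacted 10 min; fluorescence read at 485/525 nm.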
B2AR arrestin – recruits beta-arrestin to the human beta2-adrenergic receptor; beta-arrestin recruitment to beta2AR, cell-based reporter; Potency, µM (top dose mostly 46.1 µM), without a hit: at the top dose activation, actives largely listed as activators; P07550; AID 492947; 330,000 compounds, 0.02% hits;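 further: potency means the concentration at half of the fitted maximal effect; 0% = DMSO controls and full agonism = EC100 isoproterenol or metaproterenol; nearly all actives have a fitted effect of over 65% in size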
Target sequence (P07550 whole entry, looked up): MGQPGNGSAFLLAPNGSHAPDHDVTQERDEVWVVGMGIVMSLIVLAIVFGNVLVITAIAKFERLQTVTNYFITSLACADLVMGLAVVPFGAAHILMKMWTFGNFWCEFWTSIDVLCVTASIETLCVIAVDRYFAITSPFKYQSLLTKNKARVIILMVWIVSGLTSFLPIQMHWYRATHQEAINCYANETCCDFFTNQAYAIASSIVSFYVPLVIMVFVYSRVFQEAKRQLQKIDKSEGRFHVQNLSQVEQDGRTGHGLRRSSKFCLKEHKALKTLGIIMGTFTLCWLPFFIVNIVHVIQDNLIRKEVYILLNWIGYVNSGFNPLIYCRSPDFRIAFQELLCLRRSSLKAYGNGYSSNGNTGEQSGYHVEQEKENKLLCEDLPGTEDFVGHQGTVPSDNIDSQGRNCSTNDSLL
GALK inh – blocks human galactokinase activity. P51570. Purified GALK, Kinase-Glo residual ATP luminescence. 270,000 compounds, 0.007% hits. Potency, µM (highest dose often 57.5 µM), for inactives: at the top dose activity change, negative = inhibition, hits mostly inhibitors; further: potency means the concentration at half of the fitted maximal effect
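GALK at 5 nM final was combined with compound, 35 uM ATP and 100 uM galactose in HEPES pH8.0 with MgCl2 and DTT. The reaction ran one hour at room temperature before luminescent ATP detection.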
Chronic BCR inh – inhibitors of chronic active B-cell receptor signaling; ABC-DLBCL IkBa-CBG/CBR reporter, luminescence ratio, 4 h; Potency, µM (series often up to 46.1 µM), for the others: top-dose ratio change, negative = lower green/red ratio, actives largely listed as inhibitors; 340,000 compounds, 0.05% hits; AID 493014; active means well fitted inhibition curve with a large enough effect in the signal ratio, with a control signal flat, not every such curve was filed as active; inconclusive means small, poorly fitted or top-dose-only effect, or effect the other way, or a change in a side signal; the % refers to the signal ratio;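 further: potency means the concentration at half of the fitted maximal effect; plate controls were basal doxycycline-induced cells for no effect and cells given 10 µM MG132 for full effect; MG132 reads +100%, hits lower the ratio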
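Doxycycline induced both beetle luciferases in TMD8 lymphoma cells; IKK-driven degradation limits the IkappaBalpha-fused green signal, while red luminescence normalises for cell number and nonspecific effects. Compounds tested up to 46 uM, 4 hrs.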
Giardia kill – kills Giardia lamblia | Giardia lamblia trophozoite viability | activity change, % at 7.66 µM, hits read low | 340,000 compounds, 0.15% hits; in the data active means activity change below about -80%; inconclusive means between about -30% and that limit;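 further: parasites exposed to compound for two days anaerobically before the ATP read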
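Killing of trophozoites was scored by loss of ATP luminescence after a 48 hrs anaerobic exposure to compounds at 37 deg C, using 100 cells per well.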
PKM2 act – PKM2 (human) enzyme activation; purified PKM2, Kinase-Glo ATP luminescence, activation; response scale: 0% is enzyme alone, no compound; Potency, µM (highest dose often 57.5 µM), inactives show at the highest dose activation, most hits filed as activators; 260,000 compounds, 0.34% hits; AID 1631; further: potency means the concentration at half of the fitted maximal effect; nearly all actives have a fitted effect of over 55% in size
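Purified hPK-M2 (>95%) run at intermediate activity with 0.1 mM ADP and 0.5 mM PEP in 50 mM imidazole pH 7.2, KCl, MgCl2; 1 h room temperature. ATP formed read by Kinase-Glo luminescence; normalized to uninhibited and no-enzyme controls.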
KCNH2 3.1 block – KCNH2 3.1 (human) potassium channel inhibition; activity change, % (tested at about 1.8 µM); AID 720553; 340,000 compounds, 0.95% hits; U2OS KCNH2 3.1, thallium flux FluxOr; active compounds read low;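 active means maximum activity change below -70%; inconclusive means maximum activity change from -70% to -50%; inactive means maximum activity change above -50%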;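 further: thallium influx rate constant from kinetic fluorescence after stimulation buffer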
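FluxOr-based Tl+ influx in U2OS cells transduced with KCNH2 3.1 virus; rate constants normalized to DMSO controls.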
USP2a inh – blocks human ubiquitin-specific protease USP2a; USP2 core, Ub-CHOP2 coupled fluorogenic reporter, 485/531; Potency, µM (series often up to 38.3 µM), inactives show at the highest dose activity change, negative = inhibition, usual class: inhibitors; 330,000 compounds, 0.01% hits; AID 463254;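 further: potency means the concentration at half of the fitted maximal effect; plate controls were DMSO wells for no effect and full inhibition by NEM control for full effect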
Target sequence (O75604 whole entry, looked up): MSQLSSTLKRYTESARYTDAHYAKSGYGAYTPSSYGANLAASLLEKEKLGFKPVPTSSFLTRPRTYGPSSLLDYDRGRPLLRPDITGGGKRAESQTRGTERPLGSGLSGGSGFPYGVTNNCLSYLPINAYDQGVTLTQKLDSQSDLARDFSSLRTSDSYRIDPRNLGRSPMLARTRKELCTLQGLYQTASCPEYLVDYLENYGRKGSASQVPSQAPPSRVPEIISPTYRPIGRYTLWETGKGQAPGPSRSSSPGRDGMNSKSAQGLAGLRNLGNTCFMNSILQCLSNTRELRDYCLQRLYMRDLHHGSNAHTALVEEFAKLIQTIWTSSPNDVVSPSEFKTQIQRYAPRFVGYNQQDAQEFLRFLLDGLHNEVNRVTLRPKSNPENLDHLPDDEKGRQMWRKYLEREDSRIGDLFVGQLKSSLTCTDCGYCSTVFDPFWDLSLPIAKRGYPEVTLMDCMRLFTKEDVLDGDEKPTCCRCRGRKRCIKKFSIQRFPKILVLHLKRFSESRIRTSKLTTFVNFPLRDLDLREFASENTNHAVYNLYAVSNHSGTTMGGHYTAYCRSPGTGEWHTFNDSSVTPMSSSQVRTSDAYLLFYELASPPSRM
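USP2 core (10nM final) preincubated 30min RT with compound in 20mM Tris-HCl pH 8.0, 2mM CaCl2, 2mM beta-mercaptoethanol, 0.05% CHAPS; 25nM Ub-CHOP2 plus 25nM reporter substrate added, fluorescence (Ex485/Em531) read after 60min.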
Coupling enz – coupling enzyme interference in Giardia aldolase counter-screen. coupling enzyme system counterscreen, AmpLite Red fluorescence. activity change, negative = inhibition, % at 58.2 µM, hits read low. 290,000 compounds, 0.67% hits; in the data active means activity change below about -30%
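Final compound at 57.5 uM, incubated 10 min at RT with coupling enzyme reagent (glyceraldehyde-3-phosphate), then 20 min with substrate and AmpLite Red detection. Fluorescence read at 525/598 nm; tests interference with the coupling assay, not aldolase inhibition.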
hERG WT inh – KCNH2 (human, wildtype) channel inhibition | Q12809 | U2OS, BacMam KCNH2, thallium flux FluxOr; active compounds read low | activity change, % at 1.84 µM | 340,000 compounds, 0.37% hits | AID 720551;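 active means maximum activity change below -70%; inconclusive means maximum activity change between -70% and -50%; inactive means maximum activity change above -50%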
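U2OS cells transduced with wild-type KCNH2 virus are loaded with FluxOr dye for 45 min, and thallium flux is measured in kinetic reads before and after stimulation buffer. Rate constants are normalized to DMSO controls.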
uPA generation – inhibitors of cell surface uPA generation; AID 540303; Potency, µM (highest dose often 38.3 µM), without a hit: top-dose activity change, negative = inhibition, hits mostly inhibitors; 330,000 compounds, 0.31% hits; cell surface uPA generation assay, qHTS; active means well fitted inhibition curve with a large enough effect; inconclusive means small, poorly fitted or top-dose-only effect; inactive means no such curve, though single readings can be large or run the other way; tested in mouse RAW 264.7 cells; further: potency means the concentration at half of the fitted maximal effect; nearly all actives have a fitted effect of over 55% in size
* marks the source's active call; other numbers are inactive results; ? = inconclusive; / = not tested or not shown; [ ] = remark or other dose. Unless noted, the call rests on the fitted dose curve; in most records, active means well fitted curve in the direction sought with a large enough effect; inconclusive means small, poorly fitted or top-dose-only effect, or another doubt; inactive means no such curve, though single readings can be large; an effect the other way counts as inactive or inconclusive. Unless noted, on the % scale 0 is the no-effect control and ±100 the full control effect.

SMILES	Eya2 phos inh	B2AR arrestin	GALK inh	Chronic BCR inh	Giardia kill	PKM2 act	KCNH2 3.1 block	USP2a inh	Coupling enz	hERG WT inh	uPA generation
CCCn1c2ccccc2c2nnc(SCC(=O)Nc3cc(C)on3)nc21	11%	3.4%	0%	-13%	-11	-10%	-17	-1%	0	-3	-2%
Cc1ccc(S(=O)(=O)N2C[C@@H]3[C@H]4CC[C@H](C4)[C@@H]3[C@@H](C)[C@H]2C#N)cc1	-3%	0.2%	/	3%	-11	/	-5	-1%	/	5	-6%
COc1cccc(N2CCN(S(=O)(=O)c3ccc(-c4cnc(C5CC5)o4)cc3)CC2)c1	0%	0.0%	-4%	-5%	-5	/	2	-3%	/	8	4%
CCOC(=O)Cc1csc(NC(=O)CSc2nc(=O)[nH]c3c2CCC3)n1	15%	0.3%	/	8%	3	/	16	-1%	/	-13	-1%
N#CCCN(C(=O)COC(=O)c1cc(=O)[nH]c2ccccc12)c1ccccc1	-3%	-0.1%	/	-13%	10	/	12	-1%	/	-1	6%
O=C(CC1C(=O)NCCN1Cc1ccccc1C(F)(F)F)NCCN1CCCCC1=O (configuration not stated)	-16%	0.0%	-1%	0%	-16	/	14	7%	/	6	0%
O=S(=O)(NCc1ccccc1)c1ccc2ccccc2c1	6%	0.5%	-4%	2%	14	/	-2	2%	-2	7	3%
O=C(COC(=O)c1cc(Br)c(Br)s1)NCCC1=CCCCC1	-3%	-0.3%	-3%	-10%	6	4%	-2	4%	1	-7	5%
C=CCn1c(C)cc(C2=NNC(=NC(C)(C)C)SC2)c1C	0%	-0.7%	0%	?	?	2%	10	-1%	-3	4	-3%
O=C1/C(=C/c2ccco2)N=C(N2CCCCC2)N1c1ccccc1	3%	-1.0%	0%	4%	-11	10%	-3	-1%	2	4	-3%
CC1(C)CC(=O)c2sc(NC(=O)CN3C(=O)CCC3=O)nc2C1	-19%	0.0%	1%	2%	-10	-6%	-1	0%	0	1	-12%
N#C/C(=C/c1ccc(N2CCCCC2)o1)C(=O)Nc1ccc2ccccc2c1	?	-0.4%	0%	?	-22	9%	-72*	29%	0	-45	?
C#CCOCCOCCOCCNc1nc(N2CCOCC2)nc(N2CCN(C(=O)CCCCCCCCCCNC(=O)Cn3cc(CCCCCN)nn3)CC2)n1	2%	0.3%	/	-10%	-2	/	/	0%	/	/	-10%
COc1ccc(C(=O)C2CCN(C(=O)Nc3ccccc3C)CC2)cc1	-12%	0.1%	7%	0%	15	-4%	10	-5%	10	-1	-2%
O=C(Nc1ccccc1)c1cc(S(=O)(=O)N2CCSCC2)ccc1Cl	1%	-0.6%	1%	11%	-2	4%	-1	1%	-1	2	-3%
Cc1ccc(OCC(=O)Nc2ccc3oc(=O)ccc3c2)cc1	-15%	-0.6%	6%	-3%	-5	5%	1	4%	1	-2	-1%
Cc1ccc2c(c1)S/C(=C\c1cccc[n+]1C)N2CCO	11%	0.3%	10%	0%	2	/	5	-1%	-1	-2	-6%
CNc1nnc(Sc2ncccc2[N+](=O)[O-])s1	-2%	0.2%	-2%	-11%	-15	5%	4	3%	-1	7	-10%
COC(=O)c1c(NC(=O)CN2CCN(c3ccccc3)CC2)c2c(C)cccc2n1C	9%[15.4 µM]	0.1%	1%	-18%	-7	-1%	-9	1%	2	-10	-11%
CC(=O)NS(=O)(=O)c1ccc(NC(=O)c2cccc(S(=O)(=O)N3CCc4ccccc43)c2)cc1	8%	-0.2%	-2%	7%	6	-29%	-16	8%	0	1	3%
CCn1cc(S(=O)(=O)N2CCc3ccccc3C2)cn1	2%	-0.5%	7%	3%	-4	-1%	1	0%	/	11	12%
O=C(NNC(=O)c1cccc2ccccc12)c1ccc(-c2ccccc2)cc1	-3%	0.1%	-1%	?	25	2%	8	-1%	-3	3	-2%
Cc1ccc(CNC(=O)CCCC(=O)O)cc1	15%	-0.2%	0%	7%	-9	3%	12	2%	4	-17	/
S=c1[nH]nc(COc2ccccc2)n1/N=C/c1c(Cl)cccc1Cl	-9%	0.0%	3%	?	?	/	-1	-8%	3	5	-18%
O=C(Nc1cccnc1)c1cccs1	0%	-0.1%	0%	?	17	1%	6	-1%	3	10	/
CC(=O)Nc1cccc(NC(=O)CSc2ncc(-c3ccccc3)[nH]2)c1	10%	0.4%	-3%	?	-10	5%	15	8%	2	-7	8%
CCOc1ccc(S(=O)(=O)n2nnc3ccccc32)cc1C(C)C	22%	0.0%	1%	2%	/	7%	/	0%	14	/	/
COc1cc(/C=N/n2cnnc2)ccc1OC(=O)c1ccncc1	-5%	-0.1%	5%	?	-14	1%	1	0%	0	-4	-1%
COc1cc(C2Sc3ccccc3NC3=C2C(=O)OC3)cc(OC)c1OC (configuration not stated)	-3%	0.1%	0%	-9%	-5	10%	0	-2%	-2	3	-10%
Cc1ccc(S(=O)(=O)N2CCCC(C(=O)NCc3ccc4c(c3)OCO4)C2)cc1 (configuration not stated)	22%	-0.3%	-1%	2%	4	/	17	2%	2	10	2%
CCOC(=O)Nc1oc2ccccc2c(=O)c1C	8%	-0.7%	-1%	4%	10	2%	0	-2%	0	-1	-1%
Cc1ccccc1NC(=O)CSc1nnc(-c2ccccc2)n1-c1ccccc1	1%	-0.1%	-6%	12%	39[activator]	7%	-2	-1%	/	3	9%
Cc1cc(=O)oc(C)c1C(=O)Nc1cccnc1Cl	24%	0.3%	-2%	-8%	9	2%	-26	1%	-1	-3	-11%
N#C/C(=C1\CCCN1)c1ccc2ccccc2n1	-10%	0.4%	4%	1%	-2	-12%	9	0%	-2	2	-3%
CCc1ccc(-c2cc(C)no2)cc1S(=O)(=O)N1CCN(c2ccc(F)cc2)CC1	-1%	-0.1%	7%	12%	9	0%[0.46 µM]	-41	-5%	-1	-1	-25%
CN(C)Cc1ccccc1Sc1ccc(Br)cc1	1%	-1.2%	2%	-1%	-4	4%	-40	0%	-1	25	10%
CCOC(=O)C1=C(COc2ccccc2)NC(=O)NC1c1ccc(Br)cc1 (configuration not stated)	3%	0.4%	/	?	5	0%	3	0%	0	-9	-9%
COc1cccc(C(=O)C2CN(c3ccccc3)CC2c2ccc(Cl)cc2)c1 (configuration not stated)	-5%	-0.8%	-1%	10%	-9	2%	-5	0%	-3	-5	/
C=CCC1=C/C(=C\c2c(N)n3nc(CC(=O)N4CCCC4)sc3nc2=O)C=C(OC)C1=O	24%	-0.2%	3%	10%	0	/	24	7%	/	15	10%
Cc1ccc(OCC(=O)N2CCC(N3CCCCCC3)CC2)cc1	2%	-0.3%	-2%	-3%	10	0%	-17	0%	1	-12	2%
CN(C)S(=O)(=O)N1CCN(C(=O)c2ccc3c(c2)OCO3)CC1	2%	-0.2%	6%	4%	11	7%	23	0%	1	5	4%
Cc1cnc(NC(=O)c2ccco2)s1	-2%	-0.3%	9%	?	-25	-31%	-2	-1%	1	9	-10%
CCN(CCn1cccn1)C(=O)CC1C(=O)NCCN1CC1CCCCC1 (configuration not stated)	-3%	0.2%	0%	?	3	7%	7	1%	0	2	0%
O=C(CCl)Nc1c[nH]c(=O)[nH]c1=O	-1%	-0.8%	-1%	-13%	-2	4%	1	3%	-1	-5	-8%
O=C(NCc1ccco1)c1ccccc1-c1ccccc1	7%	-0.5%	3%	17%	-4	-9%	0	-1%	0	2	-6%
CC(=O)c1ccc(S(=O)(=O)N2Cc3ccccc3CC2C(=O)O)cc1 (configuration not stated)	1%	-0.2%	0%	-6%	4	-1%	14	1%	-1	-9	1%
CC(C)c1ccc(-c2nc(N3CCCCC3)[nH]c(=O)c2C#N)cc1	1%	-0.2%	-5%	-5%	-16	-3%	9	0%	4	5	0%
COc1ccccc1CNC(c1ccccc1)c1ccccc1	-13%	0.3%	-7%	4%	-12	0%	4	2%	4	6	4%
O=C(N1CCOCC1)C12CC3CC(C1)CC(n1cnc(Cl)n1)(C3)C2	10%	-0.3%	/	2%	47[activator]	-5%	16	-1%	0	13	-1%
O=c1[nH]cnc(O)c1N=Nc1ccccc1	10%	0.2%	-1%	?	6	/	0	3%	-1	-4	4%
COc1ccc(Br)cc1-c1nc2c(c(=O)[nH]c(=O)n2Cc2ccccc2)n1C	12%	-1.7%	2%	-2%	-13	2%	-11	3%	3	5	0%

An excerpt of these results, as a markdown table.
| Molecule | Eya2 phos inh | B2AR arrestin | GALK inh | Chronic BCR inh | Giardia kill | PKM2 act | KCNH2 3.1 block | USP2a inh | Coupling enz | hERG WT inh | uPA generation |
| --- | --- | --- | --- | --- | --- | --- | --- | --- | --- | --- | --- |
| O=C(CC1C(=O)NCCN1Cc1ccccc1C(F)(F)F)NCCN1CCCCC1=O (configuration not stated) | -16% | 0.0% | -1% | 0% | -16 | / | 14 | 7% | / | 6 | 0% |
| O=S(=O)(NCc1ccccc1)c1ccc2ccccc2c1 | 6% | 0.5% | -4% | 2% | 14 | / | -2 | 2% | -2 | 7 | 3% |

Screening results (PubChem BioAssay)
